Screening data deposited in PubChem BioAssay by National Center for Advancing Translational Sciences (NCATS).
p53ts 32C kill = cytotoxicity in p53ts cells at permissive temperature; H1299-p53A138V at 32C, ATP luminescence viability, 24 h; Potency, µM (series often up to 46.1 µM), for the others: at the highest dose activity change, negative = cytotoxicity, most hits filed as cytotoxic; AID 924; 130,000 compounds, 0.93% hits;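 also: 0% = DMSO and -100% = full killing by reference compound; nearly all actives have a fitted effect of over 55% in size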
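Viability by ATPlite luminescence after 24 h compound treatment (up to 46 uM) at the permissive 32C. Cells are H1299 carrying p53 A138V. Scale runs from DMSO basal to 100 uM tamoxifen as full kill; AC50 from Hill fits.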
p53ts 39C kill = p53ts cell cytotoxicity, nonpermissive temperature | H1299-p53A138V viability at 39C, ATP luminescence, 24 h | Potency, µM (highest dose often 46.1 µM), without a hit: at the highest dose activity change, negative = cell killing, usual class: cytotoxic | 130,000 compounds, 1.5% hits; also: nearly all actives have a fitted effect of over 55% in size
IkB signaling = inhibitors of IkB signaling in ABC-DLBCL cells | ABC-DLBCL IkBa-CBG/CBR dual luciferase ratio, 4 h; response scale: scaled: untreated 0%, proteasome inhibitor 100% | Potency, µM (top dose mostly 57.1 µM), for inactives: at the highest dose IkBa stabilization activation | 110,000 compounds, 0.04% hits; active = well fitted curve in the direction sought with a large enough effect in the signal ratio, not every such curve was filed as active; inconclusive = small, poorly fitted or top-dose-only effect, or a change in a side signal; the % refers to the signal ratio;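 also: the direction sought is a rising ratio; 0% = basal untreated cells and 100% = reference inhibitor full response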
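Curves were fitted separately to fusion (green), unfused (red) and ratio luminescence, then classed by r2, magnitude and activity. Cells: OCI-Ly3, 4 h compound plus doxycycline at 37C; 10 uM MG-132 defined full response.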
Imprint erasure = induces erasure of genomic imprints in mouse ES cells; mouse ES Peg3-LacZ reporter, beta-gal luminescence, 40 h; Potency, µM (titrated, usually from 60.7 µM), without a hit: top-dose activity change, positive = activation, usual class: activators; 110,000 compounds, 0.02% hits;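 also: 0% = negative control wells on the plate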
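Each well holds 300 Peg3LacZ-Neo (maternal) female ES cells incubated 40 h at 37C, 5% CO2. LacZ is measured by BetaGlo luminescence, with AC50 and maximum efficacy derived from dose-response curves.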
The depositor's hits bear a star; u = inconclusive; x = no result given; [ ] = another dose, or the depositor's remark. Unless noted, calls follow the shape of the dose curve; as a rule, active = well fitted curve in the direction sought with a large enough effect; inconclusive = small, poorly fitted or top-dose-only effect, or another doubt; inactive = no such curve, though single readings can be large; an effect the other way counts as inactive or inconclusive. Unless noted, % is scaled to controls: 0 for no effect and ±100 for the full control effect; potency is read from the fitted curve at half-maximal effect.

SMILES	p53ts 32C kill	p53ts 39C kill	IkB signaling	Imprint erasure
COc1ccc(-c2c(C)nn3c(-c4ccccc4)cc(-c4ccccc4)nc23)cc1OC	1.8%	14.5%	-4.8%	-11.3%[10.9 µM]
Cc1cc(C)c2oc(-c3cc(NC(=O)Cc4ccccc4)ccc3Cl)nc2c1	-10.8%	-13.0%	u	-6.1%[10.9 µM]
COc1ccc(CCNc2nc(SCc3cccc(F)c3)nc3ccccc23)cc1OC	-21.8%	-27.4%	-1.4%	-15.1%[10.9 µM]
CCC1(C)Cc2c(C#N)c(N)n(-c3ccccc3)c(=O)c2CO1 (configuration not stated)	5.4%	0.4%	-3.2%	3.4%
COCCN1C(=O)C(=O)/C(=C(/O)c2ccc3c(c2)OCCO3)C1c1ccc(C(=O)OC)cc1 (configuration not stated)	-9.8%	3.9%	0.7%	-2.0%
N#CCCn1c(=O)c(-c2ccc(Cl)cc2)nc2cnc(Oc3cccc(Cl)c3)nc21	-3.4%	-5.4%	-1.6%[11.4 µM]	x
COc1ccc(C(=O)CSc2nnc(-c3ccccn3)n2Cc2ccco2)cc1	-1.1%	3.4%	1.4%	-9.4%
O=C(c1cccc(F)c1)N1CCC2(CCCN(Cc3nccs3)C2)CC1	-8.8%	-1.6%	2.0%[11.4 µM]	x
Cc1ccc(-c2cc(-c3ccc(F)cc3)nc(N)c2C#N)o1	6.3%	18.5%	-2.4%	7.7%
Nc1ccc(C(=O)Nc2ccco2)cc1	-6.9%	2.6%	x	x
Cc1ccc(NC(=O)CN2C(=O)COc3ccc(S(=O)(=O)N4CCCCCC4)cc32)c(C)c1	7.7%	-13.0%	-0.9%	-9.3%[10.9 µM]
CCCn1c(CNC(=O)Cc2ccccc2)nc2ccccc21	0.2%	0.7%	1.0%	-25.6%
CCOc1cc(CNC(=O)CCCn2c(=O)c3cccn3c3cccnc32)cc(OCC)c1OCC	-7.9%	-22.7%	0.5%	-8.4%[10.9 µM]
Cc1ccccc1Cc1c(C)nc2nc(SCC(=O)NCc3ccco3)nn2c1C	-4.9%	22.8%	u	-14.6%
O=C(CSc1ncnc2nc[nH]c12)N1CCN(c2ccc(Cl)cc2)CC1	-8.4%	-25.1%	2.2%	-11.9%
CC1=C(C(=O)OC(C)C)C(c2ccc(F)cc2)NC(=O)N1 (configuration not stated)	7.4%	7.7%	1.6%	-4.2%
COc1ccc(CN=CC2=C(O)CNC2=O)cc1OC	4.6%	-0.3%	-1.5%	-3.6%
O=C(CSCc1ccc(F)cc1)NCc1ccc(F)cc1	0.0%	23.1%	-2.7%	12.2%[10.9 µM]
CC(=O)N1CCc2cc(C(=O)CN3CCC(C)CC3)ccc21	9.2%	-4.6%	2.1%	-3.5%
Cc1ccc(CCNC(=O)C2CCN(C(=O)N(C)C)CC2)cc1	-3.7%	11.0%	3.8%	-6.9%
COc1ccc(C2c3cc(OC)c(OC)cc3CC(=O)N2c2cccc(C#N)c2)cc1 (configuration not stated)	-3.2%	1.3%	-0.5%	-3.2%[10.9 µM]
Cc1cccc(N(CC(=O)NCCSc2ccc(Cl)cc2)S(C)(=O)=O)c1C	10.7%	-21.9%	10.6%	-7.7%[10.9 µM]
CCc1ccc(OC(C)C(=O)Nc2c(C(=O)c3ccccc3)oc3ccccc23)cc1 (configuration not stated)	7.0%	-3.7%	0.2%	-2.2%[10.9 µM]
CCOC(=O)C1C(c2ccccc2Cl)NC(=O)N(C)C1(O)C(F)(F)F (configuration not stated)	-3.1%	-0.2%	-1.6%	-4.8%
O=C(CCN1CCN(CCO)CC1)Nc1ccc(Br)cc1	-8.2%	-4.5%	4.4%	-6.7%[10.9 µM]
CC(C)CC1(C(=O)NCCN2CCOCC2)C=CCN1C(=O)c1ccccc1 (configuration not stated)	-7.6%	-0.1%	x	-9.1%
CCOC(=O)c1c(C)[nH]c(C)c1S(=O)(=O)NCC(=O)Nc1ccc(C)cc1C	3.8%	-3.5%	u	7.7%[10.9 µM]
CN(C)CCCNCCCNC(=O)c1ccccn1	-5.6%	-1.9%	-0.6%	0.3%
O=C1c2cccc3cccc(c23)C(=O)N1c1nccs1	2.4%	0.3%	2.9%	-1.1%
COc1ccc(OC)c(NC(=O)c2cn(CC(C)C)c(=O)c3cc(OC)c(OC)cc23)c1	7.8%	-14.2%	3.5%	-3.9%[10.9 µM]

At a glance, some entries already given:
SMILES	p53ts 32C kill	p53ts 39C kill	IkB signaling	Imprint erasure
CC1=C(C(=O)OC(C)C)C(c2ccc(F)cc2)NC(=O)N1 (configuration not stated)	7.4%	7.7%	1.6%	-4.2%
COc1ccc(CN=CC2=C(O)CNC2=O)cc1OC	4.6%	-0.3%	-1.5%	-3.6%
O=C(CSCc1ccc(F)cc1)NCc1ccc(F)cc1	0.0%	23.1%	-2.7%	12.2%[10.9 µM]
CC(=O)N1CCc2cc(C(=O)CN3CCC(C)CC3)ccc21	9.2%	-4.6%	2.1%	-3.5%
Cc1ccc(CCNC(=O)C2CCN(C(=O)N(C)C)CC2)cc1	-3.7%	11.0%	3.8%	-6.9%
COc1ccc(C2c3cc(OC)c(OC)cc3CC(=O)N2c2cccc(C#N)c2)cc1 (configuration not stated)	-3.2%	1.3%	-0.5%	-3.2%[10.9 µM]
Cc1cccc(N(CC(=O)NCCSc2ccc(Cl)cc2)S(C)(=O)=O)c1C	10.7%	-21.9%	10.6%	-7.7%[10.9 µM]
CCc1ccc(OC(C)C(=O)Nc2c(C(=O)c3ccccc3)oc3ccccc23)cc1 (configuration not stated)	7.0%	-3.7%	0.2%	-2.2%[10.9 µM]
CCOC(=O)C1C(c2ccccc2Cl)NC(=O)N(C)C1(O)C(F)(F)F (configuration not stated)	-3.1%	-0.2%	-1.6%	-4.8%
O=C(CCN1CCN(CCO)CC1)Nc1ccc(Br)cc1	-8.2%	-4.5%	4.4%	-6.7%[10.9 µM]
CC(C)CC1(C(=O)NCCN2CCOCC2)C=CCN1C(=O)c1ccccc1 (configuration not stated)	-7.6%	-0.1%	x	-9.1%
CCOC(=O)c1c(C)[nH]c(C)c1S(=O)(=O)NCC(=O)Nc1ccc(C)cc1C	3.8%	-3.5%	u	7.7%[10.9 µM]
CN(C)CCCNCCCNC(=O)c1ccccn1	-5.6%	-1.9%	-0.6%	0.3%
O=C1c2cccc3cccc(c23)C(=O)N1c1nccs1	2.4%	0.3%	2.9%	-1.1%
COc1ccc(OC)c(NC(=O)c2cn(CC(C)C)c(=O)c3cc(OC)c(OC)cc23)c1	7.8%	-14.2%	3.5%	-3.9%[10.9 µM]

Other results follow:
SMILES	p53ts 32C kill	p53ts 39C kill	IkB signaling	Imprint erasure
COc1ccc(CCNc2oc(Cc3ccccc3)nc2C#N)cc1OC	-3.7%	-8.6%	u	10.7%
CCCSc1nnc2[nH]c(=O)cc(N)n12	7.4%	-3.6%	-3.5%	-7.7%
CCOc1cc(/C=C2/NC(=O)N(Cc3ccccc3F)C2=O)ccc1O	2.7%	2.1%	x	x
CS(=O)(=O)Nc1cccc(-c2nccc(NCc3cccs3)n2)c1	8.5%	8.9%	3.5%[11.4 µM]	-13.6%
O=C(CN1C(=O)CC(c2ccco2)Sc2ccccc21)Nc1cccc(C(F)(F)F)c1 (configuration not stated)	4.3%	u	1.4%	-12.9%[10.9 µM]
CCOC(=O)c1[nH]c(C)c(CCC(=O)Nc2ccc(C(C)=O)cc2)c1C	10.7%	4.0%	0.9%	-12.9%[10.9 µM]
COc1cc(OC)cc(C(=O)Nc2ccc3c(c2)N(C2CCCC2)C(=O)c2ccccc2S3)c1	-25.9%	-3.5%	-0.8%	9.7%[10.9 µM]
c1cn2cc(CN3CCOCC3)nc2s1	10.9%	-6.3%	-0.5%	-3.1%
CCN(CCCNC(=O)c1cc(Nc2ccc(OC)cc2)nc2ccccc12)c1cccc(C)c1	3.0%	8.6%	-1.5%	-4.0%[10.9 µM]
C/C(=C\C(=O)c1ccc(C)o1)Nc1ccc2c(c1)OCO2	-5.3%	1.3%	-3.3%	-12.5%
CC1CC[C@@]23CCC4(C)[C@@]5(C)CCC6C(C)(C)C(=O)CC[C@@]6(C)C5C=C[C@@]4(OC2=O)C3C1C (some centres not stated)	-6.9%	5.1%	x	-4.5%
O=C(CSc1nnc(-c2ccccn2)n1Cc1ccco1)c1ccc(-c2ccccc2)cc1	5.6%	1.5%	7.8%	-23.8%
O=C(CCCCCn1c(=O)[nH]c2ccccc2c1=O)NCCCN1CCN(c2ccccc2F)CC1	18.6%	6.8%	u	-13.2%
CCOc1ccc(N2C(=O)c3cccnc3C2Nc2ccc(OC)cc2)cc1 (configuration not stated)	7.4%	-1.1%	-0.8%	-5.7%
O=C(C1CCN(S(=O)(=O)Cc2ccccc2)CC1)N1CCN(c2cccc(C(F)(F)F)c2)CC1	6.8%	16.8%	1.1%	-11.8%[10.9 µM]
COc1ccc(-n2c(=O)c3ccccc3n(CC(=O)NC3CCCC3)c2=O)c(OC)c1	1.3%	-0.7%	0.3%	-10.6%
CCCCCNC(=O)c1ccc2c(=O)n(CCc3ccccc3)c(=O)[nH]c2c1	1.9%	14.3%	1.4%	6.5%[10.9 µM]
Cc1cncn1CCc1nc2c3ccccc3nc(SCC(=O)Nc3ccc(F)cc3)n2n1	-2.6%	-17.6%	-0.5%	-12.2%[10.9 µM]
O=C(CCCOc1ccccc1)N1CCN(c2ccccn2)CC1	-2.4%	-3.8%	-3.0%	-29.4%
N#CCSc1nc2ccccc2c(=O)n1-c1ccccc1	7.8%	-2.3%	-1.8%	-7.0%

Just Imprint erasure, p53ts 39C kill and p53ts 32C kill (2 entries from above):
SMILES | Imprint erasure | p53ts 39C kill | p53ts 32C kill
Cc1cncn1CCc1nc2c3ccccc3nc(SCC(=O)Nc3ccc(F)cc3)n2n1 | -12.2%[10.9 µM] | -17.6% | -2.6%
O=C(CCCOc1ccccc1)N1CCN(c2ccccn2)CC1 | -29.4% | -3.8% | -2.4%

Next part.
SMILES	p53ts 32C kill	p53ts 39C kill	IkB signaling	Imprint erasure
CCN(CC)CCn1c(=N)n(CCO)c2ccccc21	1.6%	-3.2%	0.4%	-9.4%
Cc1cc(N2CCCC2=O)cc(C)c1CN1C(=O)c2ccccc2C1=O	7.3%	6.2%	-2.6%	-7.5%
CCc1ccccc1Nc1nn2c(=O)c3ccc(C(=O)NC(C)c4ccccc4)cc3nc2s1 (configuration not stated)	11.3%	-16.7%	u	4.2%[10.9 µM]
O=C(NCc1ccco1)c1cc(S(=O)(=O)N2CCOCC2)ccc1Cl	-6.6%	3.6%	3.5%	-4.5%
COc1ccc(-c2noc(Cn3c(=O)c4ccccc4n(CC(=O)Nc4cccc(OC)c4)c3=O)n2)cc1	1.3%	-16.0%	0.0%	-2.7%[10.9 µM]
COc1c(F)c(F)c(C(=O)Nc2cccc(Cl)c2N2CCOCC2)c(F)c1F	15.8%	18.5%	0.8%	-17.4%
CN1CCN(C(=O)c2cnn(-c3ccccc3)c2NC(=O)c2cccs2)CC1	0.0%	8.1%	-3.7%	-9.5%
Cc1nc2ccc(S(=O)(=O)N(C)CC(=O)Nc3ccc(C(C)C)cc3)cc2s1	0.0%	-4.0%	-1.2%	-7.9%[10.9 µM]
Cc1nc(CC(=O)Nc2nc(-c3ccccc3)cs2)cs1	-13.3%	-25.4%	u	-23.2%
O=C(CCSCCc1ccccn1)Nc1nccs1	-2.6%	1.8%	u	-2.4%
CS(=O)(=O)Nc1ccc(C(=O)NCc2ccco2)cc1	-9.8%	-2.5%	0.8%	1.9%
Cc1ccc(NC(=O)c2oc3ccc(S(=O)(=O)N4CCCCCC4)cc3c2C)cc1Cl	-6.5%	-18.7%	u	-4.2%[10.9 µM]
COc1ccc(Nc2ncnc3sc4c(c23)CCCC4)cc1	5.1%	-5.1%	u	3.6%[10.9 µM]
Cc1ccc2onc(CNC(=O)N3CCN(c4cccc(C(F)(F)F)c4)CC3)c2c1	5.8%	-29.0%	0.0%	-11.1%[10.9 µM]
CCOCCCNC(=O)c1c(NC(=O)c2cc(=O)c3cc(C)c(C)cc3o2)sc2c1CCC2	-2.3%	3.1%	-0.4%	18.0%[10.9 µM]
CCc1ccccc1NC(=O)C1(S(=O)(=O)c2ccc(Cl)cc2)CC1	9.4%	14.4%	-0.3%	-6.8%[10.9 µM]
O=C(NCCCN1CCC(Cc2ccccc2)CC1)C1CC(=O)N(C2CCCC2)C1 (configuration not stated)	-4.3%	8.3%	0.6%	-33.8%[inhibitor]
